Compound activity deposited in PubChem BioAssay by National Center for Advancing Translational Sciences (NCATS).
3T3 cytotox – Cytotoxic Profiling in NIH 3T3 Cell Line of Diverse Libraries Using Quantitative High-Throughput Screening | NIH 3T3 viability, CellTiter-Glo ATP luminescence, 48-72 h | Potency, µM (highest dose often 96.7 µM), for inactives: top-dose activity change, negative = cytotoxicity, usual class: inhibitors | hit rate 4.3% among 94,000; note: potency is the fitted concentration of half-maximal effect; nearly all actives have a fitted effect of over 55% in size
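Luminescent ATP readout (CellTiter-Glo, 10 min RT) after 48 or 72 hr compound exposure of NIH 3T3 cells seeded at 400 cells/well in 1536-well format; quantitative HTS.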
SNCA viab count – GF-AFC viability counterscreen for inhibitors of alpha-synuclein gene (SNCA) expression; HEK-293-SNCA-luc viability, GF-AFC fluorescence, 24 h; Potency, µM (doses to about 57.1 µM), for the others: at the highest dose activity change, negative = cytotoxicity, usual class: cytotoxic; hit rate 0.12% among 150,000;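 note: potency is the fitted concentration of half-maximal effect; 0% = DMSO-treated cells and -100% = medium-only wells without cells; nearly all actives have a fitted effect of over 30% in size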
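Cytotoxicity counterscreen: after 24 h compound treatment of genome-edited SNCA-luciferase HEK-293 cells, live-cell protease substrate GF-AFC read by fluorescence after 30 min; activity scaled between DMSO (0%) and medium-only (-100%), curves Hill-fitted.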
IP6K1 inh – Primary qHTS assay for small molecule inhibitors of Inositol hexaphosphate kinase 1 (IP6K1) | AID 1645851, 2021 | IP6K1 kinase, ADP-Glo luminescence, 2 h; active compounds read low | Inositol hexakisphosphate kinase 1 (Homo sapiens), Q92551 | hit rate 0.81% among 140,000 | activity change, % (series mostly up to about 58 µM); in the data active = activity change below about -25%
Target sequence (Q92551 whole entry, looked up): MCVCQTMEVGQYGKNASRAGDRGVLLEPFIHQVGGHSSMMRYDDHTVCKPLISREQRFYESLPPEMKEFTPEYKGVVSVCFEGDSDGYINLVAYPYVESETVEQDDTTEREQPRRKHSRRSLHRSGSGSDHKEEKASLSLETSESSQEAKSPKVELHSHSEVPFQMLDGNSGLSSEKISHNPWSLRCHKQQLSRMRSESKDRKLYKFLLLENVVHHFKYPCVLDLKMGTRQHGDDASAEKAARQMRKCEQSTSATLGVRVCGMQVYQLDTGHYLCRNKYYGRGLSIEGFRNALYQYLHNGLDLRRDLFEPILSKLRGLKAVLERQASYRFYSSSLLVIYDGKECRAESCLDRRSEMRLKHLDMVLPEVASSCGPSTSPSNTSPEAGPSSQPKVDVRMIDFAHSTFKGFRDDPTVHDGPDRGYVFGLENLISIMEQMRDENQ
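ADP-Glo luminescence measures ADP made by human IP6K1 during a 2 h RT reaction with ATP/IP6 (mix at 1.3 mM/130 uM); top library doses 57.5 and 19.1 uM final.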
HEK cytotox – Cytotoxic Profiling in HEK 293 Cell Line of Diverse Libraries Using Quantitative High-Throughput Screening. Potency, µM (titrated, usually from 115 µM), without a hit: at the top dose activity change, negative = cytotoxicity, usual class: inhibitors. hit rate 6.6% among 94,000. HEK 293 viability, ATP luminescence (CellTiter-Glo), 48-72 h; note: potency is the fitted concentration of half-maximal effect; nearly all actives have a fitted effect of over 60% in size
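Cells seeded first (HEK 293, 250 cells/well), then compound added by pintool. Incubation ran 48 or 72 hr at 37 degree Celsius. CellTiter-Glo was added and luminescence imaged after 10 min at room temperature.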
SNCA expr inhib – Primary qHTS assay for inhibitors of alpha-synuclein gene (SNCA) expression; HEK-293 SNCA-luciferase knock-in, luminescence, 24 h; Potency, µM (top dose mostly 57.2 µM), inactives show at the top dose activity change, negative = inhibition, usual class: inhibitors; hit rate 0.17% among 140,000;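 note: potency is the fitted concentration of half-maximal effect; plate controls were DMSO cells for no effect and cell-free wells for full effect; nearly all actives have a fitted effect of over 45% in size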
Luciferase inh – Firefly luciferase inhibition profiling of diverse chemical library using quantitative high-throughput screening. Luciferin 4-monooxygenase (Photinus pyralis), P08659. hit rate 2.5% among 76,000. Potency, µM (series often up to 115 µM), without a hit: at the highest dose activity change, negative = inhibition, actives largely listed as inhibitors. purified P. pyralis luciferase, luminescence, biochemical. AID 1347043, 2019; note: potency is the fitted concentration of half-maximal effect; nearly all actives have a fitted effect of over 65% in size
Target sequence (P08659 whole entry, looked up): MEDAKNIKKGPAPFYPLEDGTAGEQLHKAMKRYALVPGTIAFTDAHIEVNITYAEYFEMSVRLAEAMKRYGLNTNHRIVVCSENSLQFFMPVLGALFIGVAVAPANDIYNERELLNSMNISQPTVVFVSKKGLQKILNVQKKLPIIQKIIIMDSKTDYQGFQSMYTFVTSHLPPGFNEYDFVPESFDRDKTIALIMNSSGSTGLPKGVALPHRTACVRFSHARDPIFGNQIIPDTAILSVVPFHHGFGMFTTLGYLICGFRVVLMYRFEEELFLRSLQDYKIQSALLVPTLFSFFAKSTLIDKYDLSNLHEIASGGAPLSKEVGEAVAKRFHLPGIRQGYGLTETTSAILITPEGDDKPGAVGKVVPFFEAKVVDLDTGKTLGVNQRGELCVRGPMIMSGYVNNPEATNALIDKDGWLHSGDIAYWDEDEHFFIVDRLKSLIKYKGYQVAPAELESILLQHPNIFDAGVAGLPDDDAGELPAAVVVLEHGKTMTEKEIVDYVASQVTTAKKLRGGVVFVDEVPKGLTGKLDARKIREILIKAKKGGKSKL
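Purified 10nM P. pyralis luciferase with 10uM D-luciferin and 10uM ATP in 50mM Tris acetate pH 7.5, 10mM Mg acetate, 0.01% Tween-20, 0.05% BSA. qHTS titration; luminescence read by CCD imager.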
GPT2 inhibitor – Primary qHTS assay for inhibitors of Glutamate pyruvate transaminase 2 (GPT2); Alanine aminotransferase 2 (Homo sapiens), Q8TD30; Recombinant GPT2, coupled pyruvate oxidase/HRP Amplex Red fluorescence; Potency, µM (series often up to 57.7 µM), without a hit: at the top dose activity change, negative = inhibition, actives largely listed as inhibitors; hit rate 0.25% among 100,000; note: potency is the fitted concentration of half-maximal effect; nearly all actives have a fitted effect of over 60% in size; many of its hits are not listed in these tables
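Fluorescence of coupled pyruvate oxidase/HRP/Amplex Red system (50uM Amplex, 30 min, dark) reports pyruvate formed by GPT2. Enzyme reaction: 10ng/uL GPT2, 2mM L-alanine, 250uM a-KG, 30 min room temperature, pH 7.5; 50uM AOA control.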
Starred values were filed as active, the others as inactive; i = inactive; ? = inconclusive; . = no result given; [ ] = dose if it differs, or a comment. Unless noted, calls come from the whole dose curve; as a rule, active = well fitted curve in the direction sought with a large enough effect; inconclusive = small, poorly fitted or top-dose-only effect, or another doubt; inactive = no such curve, though single readings can be large; an effect the other way counts as inactive or inconclusive. Unless noted, % is set by controls: 0 for no effect and ±100 for the full control effect.

SMILES	3T3 cytotox	SNCA viab count	IP6K1 inh	HEK cytotox	SNCA expr inhib	Luciferase inh	GPT2 inhibitor
COc1cc(/C=C/CO[C@@H]2O[C@H](CO)[C@@H](O)[C@H](O)[C@H]2O)cc(OC)c1O[C@@H]1O[C@H](CO)[C@@H](O)[C@H](O)[C@H]1O	.	-6%[23.9 µM]	-21	.	.	.	i
Cc1nn(C(=O)CCC(=O)N2CCCC(c3nc(C4CCOCC4)no3)C2)c2ccccc12 (configuration not stated)	-17%	-7%	0	?	0%	0%	i
COc1ccc(C(=O)NC2CCc3nn(CC4CC4)c(=O)n3CC2)c(C)c1 (configuration not stated)	-7%	4%	-8	i	11%	-13%	i
COc1ccc(Cl)cc1NC(=O)Cn1ccn2nc(-c3ccccc3)c(CO)c2c1=O	4%	-5%	2	-7%	?	8%	i
COc1ccc(NC(=O)CC2CCCCN(C)C2=O)c(OC)c1 (configuration not stated)	-6%	-3%	27	2%	?	2%	i
O=C1COc2ccc(-c3ccncc3)nc2CN1Cc1ccc(C(F)(F)F)cc1	?	0%[87.6 µM]	-9	79µM*	?	-18%[172 µM]	-10%[88.5 µM]
CN1C(=O)CCC2(CNC(=O)C3CCC3)CCC=C12 (configuration not stated)	-11%	0%	-4	-10%	5%	2%	i
Cc1noc(C)c1S(=O)(=O)N1CCCC2(C1)Nc1cccnc1NC2=NC1CCCC1 (configuration not stated)	-10%	-10%	0	-26%	-8%	10%	?
COc1ccc(-c2ccc(CCC(=O)O)n2-c2ccccc2O)cc1	.	-16%	-12	.	91%[activator]	.	.
COc1ccc(NC(=O)Cn2c(C)cc3nc4n(c(=O)c32)CCC4)cc1OC	-20%	-12%	-20	-18%	-23%	-7%	0%
O=C(NC1CCN(c2cc(-c3cccs3)[nH]n2)CC1)c1ccccc1Cl	?	-6%	22	?	12%	-5%	-15%
CC(NC(=O)CC(=O)O)C(=O)Nc1ccccc1C(N)=O (configuration not stated)	.	-38%	3	.	.	.	-12%
O=C(NC1CCN(c2cc(-c3cccs3)[nH]n2)C1)c1cc(Cl)ccc1F (configuration not stated)	?	-13%	0	?	-11%	1%	i
O=C(NCC(F)(F)F)C1CCCCN1Cc1ccc(-c2ccsc2)cc1 (configuration not stated)	-30%	12%	-4	?	15%	.	-34%
O=C(c1nc2cccnc2n(Cc2ccccc2)c1=O)N1CCC(c2ccccc2)CC1	?	10%	9	?	-15%	.	-13%
O=C(NC1CCCCC1)c1ccc2c(c1)N(C(=O)c1ccc(F)cc1)CC2	?	-23%	-9	?	-18%	-12%	i
N#Cc1ccc(C(=O)N2CCN3CCS(=O)(=O)N(C4CC4)C(=O)C3C2)cc1 (configuration not stated)	-29%	3%	22	-25%	1%	.	4%
Cc1cc(Nc2cccc(Cl)c2)nc2ccc(NC(=O)Cc3cccc(C(F)(F)F)c3)cc12	.	-4%	14	.	?	.	.
O=C(c1ccccc1)N1CCn2c(nn(-c3ccncc3)c2=O)C1	?	9%[87.6 µM]	-6	?	9%[87.6 µM]	-6%[172 µM]	i
Cc1sc2ncn(CC(=O)N(C)c3ccc(C(C)C)cc3)c(=O)c2c1S(=O)(=O)N1CCC(C)CC1	.	-4%	1	.	-4%	.	.
O=C([C@@H]1C[C@H](F)CN1S(=O)(=O)c1ccc(F)cc1F)N1CCCCC1	5%	-9%	5	5%	-1%	-3%	-5%
CN1[C@@H](CCC(=O)N2CCC(O)CC2)CNC(=O)[C@@H]2[C@H]1CCN2Cc1ccc(F)cc1	i	3%[87.6 µM]	-10	4%[172 µM]	-11%[87.6 µM]	-4%[172 µM]	5%[88.5 µM]
COC1CCOC2(CCN(S(=O)(=O)c3cn(C)cn3)CC2)C1 (configuration not stated)	0%	13%[12.5 µM]	13	5%	8%	-1%	i
CN1C(=O)C[C@H](C(=O)N[C@@H](Cc2cnc[nH]2)C(=O)N2CCC[C@@H]2C(N)=O)NC1=O	.	-8%	.	.	-30%	.	0%
CCc1c(C)sc2c1CCN(Cc1ccccc1)C2c1ccccc1 (configuration not stated)	.	?	4	.	?	.	.
O=C(c1nccc2ccccc12)N1CCc2nc3cc[nH]n3c(=O)c2C1	-14%	2%	0	7%	10%	0%	?
CSc1ccc(-c2ccc3c(c2)C(=O)N2CCN(C(=O)CC(C)(C)C)C[C@@H]2C(=O)N3)cc1	?	-20%	-12	35µM*	-21%	4%	0%
O=C(Cc1cccc(F)c1)N1CCC2(CC1)N(c1ccccc1)C(=O)CS2(=O)=O	5%	-7%	2	i	26%	5%	i
O=C(NCCc1ccccc1)c1nc2sccn2c1-c1ccccc1	-30%	-8%	0	-16%	-9%	.	-5%
CCOc1ccc(NC(=O)Cn2c(=O)c(CNc3ccccc3)cc3cc4c(cc32)OCCO4)cc1	.	-12%	-1	.	38%	.	.

A few values from the list.
Cc1cc(Nc2cccc(Cl)c2)nc2ccc(NC(=O)Cc3cccc(C(F)(F)F)c3)cc12 @ SNCA viab count = -4%
O=C1COc2ccc(-c3ccncc3)nc2CN1Cc1ccc(C(F)(F)F)cc1 @ Luciferase inh = -18%[172 µM]

Continuation.
SMILES	3T3 cytotox	SNCA viab count	IP6K1 inh	HEK cytotox	SNCA expr inhib	Luciferase inh	GPT2 inhibitor
Cc1csc2nc(CCNS(=O)(=O)c3ccccc3)cn12	.	-1%	15	.	-14%	.	.
Clc1ccccc1C1(c2ccnc(NCCc3ccccn3)n2)CCNCC1	?	-3%	13	?	17%	-3%	1%
Cc1ccc(Cl)cc1N1CCN(C(=O)C2CCCN(S(=O)(=O)c3ccc(Br)s3)C2)CC1 (configuration not stated)	.	1%	33	.	-8%	.	.
COc1ccc(NC(=O)N(Cc2nnc3n2CCCCC3)c2ccc(OC)c(Cl)c2)cc1	.	-8%	-3	.	-2%	.	.
Cn1c(=O)c2c(nc(NCc3ccccc3)n2Cc2ccccc2Cl)n(C)c1=O	.	?	-10	.	3%	.	.
O=C(c1n[nH]c2c1CCCC2)N1CCc2nc3cc[nH]n3c(=O)c2C1	?	-2%	0	-1%	4%	-6%	i
CC(C)CCN1CCCC2(C1)C(=NC1CCCC1)NC(=O)N2c1cccnc1 (configuration not stated)	7.1µM*	3%	-21	?	-15%	.	i
CCOc1ccccc1NC(=O)c1cnn2c(C(F)F)cc(-c3ccccc3)nc12	.	-3%	-2	.	-24%	.	.
CNC(=O)[C@@H]1C[C@H](Oc2cccnc2)CN1C(=O)CCCc1ccccc1	-13%	-1%	0	i	-9%	-14%	-3%
O=C(Nc1ccc(-c2ccncc2)cc1)N[C@H](CO)c1ccccc1	.	2%	30	.	.	.	2%
O=C(CCCn1cnc2ccccc2c1=O)N1CCCC2(CCNCC2)CC1	1%	-13%	26	-7%	-23%	-6%	-14%
Cc1nc(-c2cccc(Cl)c2)n(Cc2ccc(C#N)cc2)c(=O)c1CCO	?	-7%	2	?	-7%	-4%	1%
COc1ccccc1N1CCN(CC[C@H]2CN(C(=O)C3CC3)CC[C@H]2CC(=O)O)CC1	-1%[174 µM]	-3%[87.6 µM]	-9	2%[172 µM]	7%[87.6 µM]	-1%[172 µM]	-3%[88.5 µM]
CCNC(=O)N1CCCC1C(=O)Nc1ccccc1-c1ccc(OC)cc1 (configuration not stated)	-4%	2%	6	1%	-29%	2%	-14%
Nc1c(-c2nc(-c3ccc(Cl)cc3)no2)nnn1-c1ccc(C(F)(F)F)c(Cl)c1	.	8%	-1	.	-6%	.	.

6 entries from above, in markdown.
| structure | 3T3 cytotox | SNCA viab count | IP6K1 inh | HEK cytotox | SNCA expr inhib | Luciferase inh | GPT2 inhibitor |
| --- | --- | --- | --- | --- | --- | --- | --- |
| COc1ccc(NC(=O)N(Cc2nnc3n2CCCCC3)c2ccc(OC)c(Cl)c2)cc1 | . | -8% | -3 | . | -2% | . | . |
| O=C(CCCn1cnc2ccccc2c1=O)N1CCCC2(CCNCC2)CC1 | 1% | -13% | 26 | -7% | -23% | -6% | -14% |
| CCOc1ccccc1NC(=O)c1cnn2c(C(F)F)cc(-c3ccccc3)nc12 | . | -3% | -2 | . | -24% | . | . |
| Cn1c(=O)c2c(nc(NCc3ccccc3)n2Cc2ccccc2Cl)n(C)c1=O | . | ? | -10 | . | 3% | . | . |
| Nc1c(-c2nc(-c3ccc(Cl)cc3)no2)nnn1-c1ccc(C(F)(F)F)c(Cl)c1 | . | 8% | -1 | . | -6% | . | . |
| Cc1nc(-c2cccc(Cl)c2)n(Cc2ccc(C#N)cc2)c(=O)c1CCO | ? | -7% | 2 | ? | -7% | -4% | 1% |

Following part:
SMILES	3T3 cytotox	SNCA viab count	IP6K1 inh	HEK cytotox	SNCA expr inhib	Luciferase inh	GPT2 inhibitor
Cc1ccc(-c2cc3c(=O)n(CCNC(=O)c4nn(C)c5ccccc45)ccn3n2)cc1C	-11%	-11%	-12	-1%	31%[activator]	?	-5%
COCC1CN(C2CCC2)CC12CCN(Cc1cnn(C(C)C)c1)CC2 (configuration not stated)	?	-18%	-11	?	-1%	7%	i
O=c1ccc2c(OCCCCc3ccccc3)c3ccoc3cc2o1	.	-2%	.	.	-16%	.	3%
Cn1c(SCC(=O)Nc2nc3ccccc3s2)ncc(C(=O)Nc2ccc(F)cc2)c1=O	.	-6%	7	.	78%[activator]	.	.
CCCN(C(=O)NCc1noc2ccc(C)cc12)c1ccc(Cl)c(Cl)c1	.	5%	-8	.	-10%	.	.
Cc1ccc(NC(=O)Cn2cccc2-c2nc(-c3ccc4c(c3)OCO4)no2)cc1C	-22%	-12%	20	-13%	-9%	14%	i
COc1ccc(NC(=O)c2ccco2)cc1NC(=O)c1ccc(C)c(C)c1	.	-8%	9	.	-10%	.	.
CN(C)CCNC(=O)c1cccnc1N1CC2CC(C1)[C@H]1CCCC(=O)N1C2 (some centres not stated)	i	18%	6	4%	4%	-5%	i
